# Bioassay records: PubChem BioAssay, several laboratories
# HCT116 PTEN-null = suppresses growth of cells with PTEN deletion. actives 1.2% (n = 140,000). viability, % at 10 µM. HCT116 PTEN-null viability, CellTiter-Glo, 60 h; stronger effect = lower value. AID 827;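 active = viability at or below a set limit, 4 SD under the median of all tested compounds, cut at about 3.7% in these data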;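 also: PTEN knockout HCT116 line with beta catenin targeted HCT116 as companion control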
# Yeast life ext = yeast lifespan extension | S. cerevisiae growth with nicotinamide, OD615; deaD strain in restrictive glucose medium | inhibition of the nicotinamide effect, % at 10 µM | actives 0.68% (n = 130,000) | AID 775;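 active = inhibition above a set limit, placed 3 SD over the median of all compounds, cut at about 26% in these data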;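 also: 0% = nicotinamide-treated wells and 100% = cells grown without nicotinamide; some compounds called inactive have numbers as strong as hits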
#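 System: DeaD-strain S. cerevisiae / Buffer or medium: CSMM-D, restrictive glucose (dextrose) synthetic minimal medium / Probe or stimulus: nicotinamide, 1.5 mM, co-present with compound / Compound: one concentration, 10 µM, DMSO 0.25% / Incubation: 48 h compound exposure at 30 °C, humidified / Technique: optical density (absorbance) at 615 nm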
# Phagocyt inh = blocks phagocytosis by macrophages. AID 1029. actives 0.07% (n = 110,000). J774A.1 macrophage IgG-bead phagocytosis, imaging. inhibition, % at 5 µM;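 active = inhibition above the mean of the plate negative controls plus 5 SD, cut at about 13% in these data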;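 also: phagocytic index as fraction of beads internalized from green versus red external bead signal; plate controls were DMSO negative control for no effect and cytochalasin-D positive control for full effect; some results beyond the cut were filed as inactive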
# BB579 growth dn = yeast BB579 growth reduction in restrictive medium. S. cerevisiae BB579 growth, OD615, 48 h. inhibition, % at 10 µM. actives 0.51% (n = 140,000). AID 804;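 active = inhibition above a set limit, 3 SD over the mean compound inhibition, cut at about 44% in these data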; also: inactives centre near -24
#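 Detection: OD615 turbidity measurement; Material: Saccharomyces cerevisiae DeaD strain BB579, replicative lifespan model yeast; Timing: 48 h exposure, 30 °C; Doses: single 10 µM dose; Medium: CSMM-D restrictive synthetic medium containing dextrose (glucose); Controls: amphotericin B at 10 µg/mL as positive control.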
# GALR2 antag = GALR2 (human) receptor antagonism; O43603; GALR2-expressing cells, antagonist mode; inhibition, % at 4 µM; actives 0.39% (n = 140,000); AID 828; in the data active = inhibition above about 27%;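 also: cells stimulated with galanin 1-16 at roughly its EC80; 0% = agonist challenge control and 100% = basal control without agonist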
# Target sequence (O43603 whole entry, looked up): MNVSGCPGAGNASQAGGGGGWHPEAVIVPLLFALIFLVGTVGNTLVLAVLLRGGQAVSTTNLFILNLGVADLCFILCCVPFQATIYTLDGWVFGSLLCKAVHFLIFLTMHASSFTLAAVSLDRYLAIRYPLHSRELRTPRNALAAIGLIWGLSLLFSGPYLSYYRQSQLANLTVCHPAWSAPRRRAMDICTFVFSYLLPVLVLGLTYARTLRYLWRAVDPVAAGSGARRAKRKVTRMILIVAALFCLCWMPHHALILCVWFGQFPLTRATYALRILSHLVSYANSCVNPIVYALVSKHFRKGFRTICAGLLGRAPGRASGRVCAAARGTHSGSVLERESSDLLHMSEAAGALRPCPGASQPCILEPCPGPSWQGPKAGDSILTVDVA
# MRP-1 activ = MRP-1 activation; H69AR cells + doxorubicin, viability rescue, CellTiter-Glo; viability increase, % at 10 µM; actives 0.61% (n = 140,000);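 active = viability gain under doxorubicin at or above a set limit, the compound median plus 3 SD, cut at about 4.7% in these data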;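 also: MRP-1 overexpressing cells given doxorubicin 25 µM after compound pretreatment; 18-22 h compound pretreatment then 72 h with doxorubicin before readout; 0% = doxorubicin-only wells and 100% = vehicle-treated cells without doxorubicin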
# NPY-Y2 antag = NPY-Y2 (human) receptor antagonism | NPY-Y2 expressing cells, antagonist mode | inhibition, % at 2.7 µM | actives 0.99% (n = 140,000); in the data active = inhibition above about 17%;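 also: 0% = vehicle with agonist challenge and 100% = reference antagonist with challenge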
# Target sequence (P49146 whole entry, looked up): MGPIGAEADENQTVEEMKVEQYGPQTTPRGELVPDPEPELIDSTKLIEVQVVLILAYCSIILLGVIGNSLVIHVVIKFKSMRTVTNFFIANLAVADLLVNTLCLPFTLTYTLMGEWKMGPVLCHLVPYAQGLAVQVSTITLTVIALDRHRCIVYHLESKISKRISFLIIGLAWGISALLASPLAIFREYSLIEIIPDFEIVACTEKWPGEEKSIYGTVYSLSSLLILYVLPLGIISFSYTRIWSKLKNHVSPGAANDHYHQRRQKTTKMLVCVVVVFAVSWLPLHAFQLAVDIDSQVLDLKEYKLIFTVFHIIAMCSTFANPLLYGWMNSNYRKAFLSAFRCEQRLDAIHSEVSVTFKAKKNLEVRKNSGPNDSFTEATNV
# HCT116 bCat-KO = beta-catenin-lacking colon tumor cell growth suppression. AID 818. HCT116 beta-catenin knockout viability, CellTiter-Glo, 60 h; stronger effect = lower value. actives 1.5% (n = 140,000). viability, % at 10 µM;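 active = viability at or under a set limit, the compound median less 4 SD, cut at about 6% in these data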;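 also: 0% = Hyamine 1622 control at 20 µM and 100% = untreated cell control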
# E-sel TNF inh = TNF alpha driven E-selectin expression inhibition; HUVEC TNFa-induced E-selectin immunofluorescence, high content; inhibition, % at 2 µM; actives 0.71% (n = 120,000); AID 1246;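 active = inhibition above the batch mean plus 3 SD, and confirmed as a hit on visual image review, cut at about 43% in these data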;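 also: 0% = TNF-stimulated DMSO wells and 100% = unstimulated control wells; not every result past the cut was called active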
# Measles CPE = protection of cells from measles virus; protection (pct of control), % at 4 µM; Measles virus-infected cells, CPE protection, absorbance; actives 1.5% (n = 140,000); in the data active = protection mostly above about 24%, no sharp cut-off; inactive = mostly below about 26%; also: some compounds called inactive have numbers as strong as hits
# An asterisk follows results filed as active; . = not tested or not shown.
SMILES,HCT116 PTEN-null,Yeast life ext,Phagocyt inh,BB579 growth dn,GALR2 antag,MRP-1 activ,NPY-Y2 antag,HCT116 bCat-KO,E-sel TNF inh,Measles CPE
Cc1ccc(/C(COc2ccccc2O)=N\O)cc1,74,-2,-1,-15,6,-0.1,-2,79,.,2
COc1ccc2c(c1)Cc1sc(NC(C)=O)nc1-2,97,-16,2,-41,-9,0.1,1,102,23,38*
COc1ccc(C(=O)NCC(=O)OCc2ccc(F)cc2Cl)cc1OC,97,2,-5,-43,11,-1.5,3,92,.,7
O=C(N1CCCCC1)N1CCN(c2ccc(Cl)cc2)CC1,105,-5,-1,-66,-17,0.3,4,95,8,2
O=C1/C(=C/c2ccc(N3CCCC3)cc2)NC(=S)N1C1CC1,69,-22,0,-29,5,-2.6,-1,85,-21,6
S=C(NCCc1ccccn1)NC1CCCCC1,93,-4,-9,-14,-15,-2.2,1,81,.,8
CC(C)C(C)NC(=O)COc1ccc([N+](=O)[O-])cc1Cl (centres undefined),74,1,7,-14,-9,-2.4,0,71,9,6
CCC(C)(C)n1nnnc1C(c1ccc2ncccc2c1)N1CCN2CCCC2C1 (centres undefined),94,-8,0,-33,-11,-0.5,-1,96,4,4
Brc1ccccc1-c1nnc(COc2cccc3cccnc23)o1,68,-7,0,-17,-7,-5.4,1,58,7,-1
COc1cc(CN(C)CCc2ccccn2)cc(OC)c1OC,98,-8,-1,-77,2,-0.9,0,90,-27,.
O=[N+]([O-])c1ccc(N2CCNCC2)c(S(=O)(=O)N2CCOCC2)c1,97,0,-12,-40,2,-0.6,0,96,.,5
Cc1cccc2cc(C3CC(c4ccco4)=NN3C(=O)CCC(=O)O)c(Cl)nc12 (centres undefined),98,4,-13,-50,3,-1.3,3,98,-8,1
Cc1nc(C)c(C(=O)C2=C(O)C(=O)N(CCN3CCOCC3)C2c2cccnc2)s1 (centres undefined),96,-19,3,-10,5,-1.6,4,98,-8,3
Cc1cc(C)n(-c2cc(=O)n(C)c(=O)n2C)n1,105,-3,0,-28,16,-0.5,0,105,.,14
COc1ccc(OC)c(-c2oc3ccccc3c(=O)c2O)c1,90,-10,-1,-67,-3,-1.9,3,93,5,7
COc1cc(CNn2c(C)n[nH]c2=S)cc(Br)c1OCc1ccc(F)cc1,67,0,-7,-30,6,-2.6,4,76,8,9
COc1ccc(CCNC(=O)CN2CCN(S(=O)(=O)c3ccc(Cl)cc3)CC2)cc1OC,94,-4,0,-68,-13,-0.3,1,92,9,27
CCOc1cc(N2CCOCC2)c(OCC)cc1NC(=O)CN1CCCC(C)C1 (centres undefined),97,7,-1,-6,4,-0.6,-1,88,-2,11
CCOc1cccc(CN2CCN(c3cccc(C(F)(F)F)c3)CC2)c1O,73,3,1,-51,-18,0.6,4,75,19,5
COc1ccc(CNc2oc(Cc3cccc4ccccc34)nc2C#N)cc1,60,-1,2,-26,-1,0.6,6,65,-22,6
CN(C)S(=O)(=O)c1ccc(N2CCCC2)c(C(=O)Nc2nc3c(ccc4ccccc43)s2)c1,78,4,4,-42,17,0.6,2,87,-12,21
COCc1cc(=O)[nH]c(Nc2nc(C)c3cc(OC)ccc3n2)n1,93,-5,1,1,9,-3.1,1,88,15,20
COc1cc2c(cc1NC(=O)CSc1ccccn1)oc1ccccc12,80,-25,5,-35,22,-2.7,5,90,2,8
CCCOc1ccc(C(=O)CCC(=O)OCC(=O)Nc2cc(C)on2)cc1,106,-5,-2,-35,-1,0.6,3,104,-8,8
C=CCNCCCCOc1ccc(Br)cc1C,75,-1,-1,-29,7,-3.2,7,78,-6,4
Cc1cc(N/N=C/c2ccccc2Cl)nc(NCc2ccccc2)n1,26,-9,-9,-32,6,7.1*,19*,42,-11,8
O=C(C1=NN(c2ccccc2)C2C(=O)N(c3ccccc3)C(=O)C12)c1ccccc1 (centres undefined),111,2,-8,-39,19,-1.4,1,94,.,16
COc1cccc(C(=O)NCc2nnc(SCC(=O)Nc3nccs3)n2-c2ccccc2)c1,90,-3,.,-12,-3,-3.0,-2,88,.,4
C#CCN1CC(C)/C(=N/O)CC1C (centres undefined),116,-5,0,-59,7,0.2,0,103,10,3
NC(=O)c1c(NC(=O)c2cc3ccccc3o2)sc2c1CCC2,92,-7,-3,-61,1,-2.7,3,85,-4,2
Cc1oc2c(CN3CCCC3)c(O)ccc2c(=O)c1-c1ccc(Cl)cc1,108,-24,1,-16,4,-5.2,0,90,.,15
CCC(Oc1ccccc1)C(=O)N1CCN(c2ccccn2)CC1 (centres undefined),104,12,-2,-50,9,-2.0,0,113,12,7
CCOC(=O)CCc1c(C)c2ccc(OCc3nn[nH]n3)c(C)c2oc1=O,103,-10,-1,-35,-2,1.4,-1,99,-10,2
COc1ccc(C2C(C#N)=C(C)NC3=C2C(=O)CC(C)(C)C3)c(OC)c1 (centres undefined),78,-14,0,-1,-2,-2.8,0,89,2,6
Cc1ccccc1NC(=O)c1cccc(OCc2c(C)noc2C)c1,92,6,2,-33,2,-1.8,5,90,-11,20
COc1ccccc1C(=O)N1CCCC(c2nc(-c3cc(OC)c(OC)c(OC)c3)no2)C1 (centres undefined),91,-7,0,3,-8,-4.3,1,94,-33,25
COc1cc(OC)cc(C(=O)N(Cc2nc(-c3cccc(C)c3)no2)C(C)C)c1,84,-13,0,-62,12,-1.5,12,80,-5,7
O=C1c2ccccc2C(=O)N1CC#CCN1CCN(C2CCCCC2)CC1,106,-3,-1,-64,6,-1.1,3,91,-8,2
CCCCn1nnnc1NCc1cccnc1,101,8,0,-90,4,-1.2,1,91,3,8
O=C(COc1cccc(NC(=O)c2cccc([N+](=O)[O-])c2)c1)c1ccc(Br)cc1,79,-22,.,-16,0,-0.6,1,90,36,9
Cc1ccc(C(=O)NC(C)c2ccccc2)o1 (centres undefined),91,.,.,-32,-8,-2.3,2,93,-15,34*
CCn1c(Cc2ccccc2)nnc1SCC(=O)Nc1ccc(OC)cc1,91,.,.,3,-7,-3.1,1,98,-2,7
O=C(NCc1ccc(F)cc1)N[C@@H](Cc1ccccc1)C(=O)O,97,-3,0,-12,8,-1.6,2,93,-26,26
Cc1ccc(N(CCCCN2C(=O)c3ccccc3C2=O)C(=O)c2cccs2)cc1,88,1,0,-55,10,-0.6,0,88,-21,2
O=c1c2ccccc2n2nnnc2n1-c1ccccc1,105,-9,0,-47,-5,-0.2,0,107,5,22
CC(C)c1ccc(C(=O)N2CCN(CCO)CC2)cc1,115,7,1,-68,5,-1.0,2,91,.,4
O=C(CSc1nc(N2CCCCC2)nc(N2CCCCC2)n1)N1CCN(c2ccccc2)CC1,71,.,0,-19,1,-2.9,4,79,-98,11
CN(CP(=O)(O)C(O)c1ccccc1)S(C)(=O)=O (centres undefined),89,-14,0,-82,12,0.3,2,91,6,1
CC1CN(C(=O)c2cc(S(=O)(=O)N3CCCC3)c(Cl)cc2Cl)CC(C)O1 (centres undefined),83,-12,-1,-41,0,-3.1,0,77,-1,4
CCOC(=O)N1CCN(C(=O)c2cn(CC(C)C)c(=O)c3c2c2ccccc2n3C)CC1,91,-21,-1,12,-1,-4.4,1,83,-15,4
Cc1ccc(C(C)(C)C)c(OCCOCCN2CCCC2)c1,60,1,.,2,5,-3.8,5,63,-14,5
COc1cccc2cc(C(=O)C3=C(O)C(=O)N(CCN4CCOCC4)C3c3cccs3)oc12 (centres undefined),89,1,1,4,4,0.1,2,97,9,29
Cc1ccc(S(=O)(=O)NCCC(=O)Nc2ccc(C)cc2C(=O)c2ccccc2)cc1,80,-2,-7,-28,3,-2.0,3,77,.,35
Cc1ccc(-c2csc3ncnc(NS(=O)(=O)c4ccc(Cl)cc4)c23)cc1,84,6,-2,-32,-11,-1.8,-2,101,.,25
Cc1ccc(-n2nnnc2/C=C\Nc2cc(C)on2)cc1,73,-4,-17,-17,-3,-3.8,4,69,.,2
CCc1c(C(=O)N/N=C/c2ccsc2)csc1C,84,-4,-4,-12,9,2.5,2,91,4,11
C/C=C/c1ccc(Oc2nnnn2-c2ccc(C(=O)O)cc2)c(OC)c1,74,-6,1,7,2,-2.7,2,80,9,5
C=CCSc1nc(-c2ccccc2)c(C#N)c(=O)[nH]1,96,-5,-2,-52,1,1.0,10,90,5,13
CCCCc1cc(=O)oc2c(CN(C)C)c(O)ccc12,92,-9,0,7,-14,-2.1,2,96,-8,11
Cc1ccc(NC(=O)CSc2nnnn2-c2ccc3c(c2)OCO3)cc1C,54,.,.,-30,9,-2.7,5,35,-9,25

# Sorted by the number under BB579 growth dn (low to high): some entries from above.
compound,BB579 growth dn
Cc1ccc(N(CCCCN2C(=O)c3ccccc3C2=O)C(=O)c2cccs2)cc1,-55
O=C(NCc1ccc(F)cc1)N[C@@H](Cc1ccccc1)C(=O)O,-12
CCn1c(Cc2ccccc2)nnc1SCC(=O)Nc1ccc(OC)cc1,3

# (listing goes on)
SMILES,HCT116 PTEN-null,Yeast life ext,Phagocyt inh,BB579 growth dn,GALR2 antag,MRP-1 activ,NPY-Y2 antag,HCT116 bCat-KO,E-sel TNF inh,Measles CPE
Cc1cccn2c(=O)c(/C=C(\C#N)C(=O)NCc3ccco3)c(N3CCC(C(N)=O)CC3)nc12,65,-3,-8,-27,6,0.3,2,85,-6,12
COc1ccc(NC(=S)NNC(=O)c2cccs2)cc1,96,0,-6,-29,9,-0.1,-1,84,12,17*
O=C(CN1CCC(C(=O)c2ccc(Cl)cc2)CC1)Nc1ccc2c(c1)OCCO2,76,-4,.,-45,-5,-1.3,8,80,-2,.
CS(=O)(=O)N(CC(=O)N/N=C/c1cc2c(cc1Br)OCO2)c1ccccc1Br,51,-21,.,-38,-5,-2.5,14,54,-31,13
CCOC(=O)c1csc(NC(=O)C2CCCCC2)n1,94,-9,0,-20,3,2.1,-1,87,.,14
O=C(Nc1cccc(-c2nc3ccccc3s2)c1)c1cccs1,85,-7,-10,-39,5,-0.1,3,93,.,9
O=C(c1ccc(O)cc1)c1ccc(Cl)cc1,111,-15,.,-1,-4,0.1,10,92,.,18
Cc1nc2c(-c3ccccc3)c(C)[nH]n2c(=O)c1Cl,116,-7,0,-69,5,-0.9,5,102,-16,11
O=C(c1nn2c(C(F)(F)F)cc(-c3ccc(F)cc3)nc2c1Cl)N1CCOCC1,88,-9,0,13,-2,-3.2,1,78,1,7
CCOC(=O)C1=C(C)NC(=O)NC1c1cc(Br)c(O)c(OC)c1 (centres undefined),94,-2,1,-21,1,-0.7,1,93,29,22
O=C(c1ccco1)N1CCN(C(c2cccs2)c2nnnn2C2CCCC2)CC1 (centres undefined),87,-9,2,-30,-6,-2.0,-2,84,-12,10
